# TrxR1 substrate: qHTS Assay for Substrates of Mammalian Selenoprotein Thioredoxin Reductase 1 (TrxR1): qHTS | Thioredoxin reductase 1, cytoplasmic (Rattus norvegicus), O89049 | purified TrxR1 substrate turnover, NADPH consumption readout | Potency, µM (series often up to 114 µM), inactives show top-dose activity change, negative = substrate turnover | actives 0.01% (n = 390,000); further: on the % scale 0 is the no-effect control and ±100 the full control effect; nearly all actives have a fitted effect of over 50% in size
# Target sequence (O89049 whole entry, looked up): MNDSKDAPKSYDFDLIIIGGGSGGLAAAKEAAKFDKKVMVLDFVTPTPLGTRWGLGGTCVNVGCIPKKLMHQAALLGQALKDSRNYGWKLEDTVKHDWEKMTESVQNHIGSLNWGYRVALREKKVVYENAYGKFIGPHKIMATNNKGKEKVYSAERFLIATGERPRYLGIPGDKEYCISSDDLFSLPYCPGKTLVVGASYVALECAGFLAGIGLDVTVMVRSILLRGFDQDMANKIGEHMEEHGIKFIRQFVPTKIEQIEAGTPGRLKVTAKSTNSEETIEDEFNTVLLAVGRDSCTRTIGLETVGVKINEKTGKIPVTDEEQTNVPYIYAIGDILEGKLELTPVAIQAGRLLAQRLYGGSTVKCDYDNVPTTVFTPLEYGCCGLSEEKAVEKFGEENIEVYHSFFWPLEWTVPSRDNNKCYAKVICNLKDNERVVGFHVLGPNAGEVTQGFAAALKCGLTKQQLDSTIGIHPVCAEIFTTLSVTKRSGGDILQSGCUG
#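 Rat TrxR1, dispensed at 90 nM, was prereduced with 400 uM NADPH (final) for 5 min at ~22 deg C, then incubated with compound 15 min before 400 uM selenite. A first-read NADPH fluorescence drop versus no-compound background flagged substrates.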
# USP1 inh: Inhibitors of USP1/UAF1: Primary Screen; Ubiquitin carboxyl-terminal hydrolase 1 (Homo sapiens), O94782; recombinant USP1/UAF1, Ub-Rhodamine cleavage fluorescence; Potency, µM (doses to about 57.1 µM), for inactives: at the top dose activity change, negative = inhibition, most hits filed as inhibitors; actives 0.23% (n = 390,000); further: on the % scale 0 is the no-effect control and ±100 the full control effect; nearly all actives have a fitted effect of over 60% in size; inactives centre near -12
#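 In this screen, compounds sit with the deubiquitinase complex (1nM) for 15 min at room temperature before Ub-Rho is added at 150nM final. Fluorescence rise is then followed for 6 reads every 60 seconds.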
# Vif-APOBEC3F blk: qHTS for Inhibitors of Vif-A3F Interactions: qHTS | HeLa A3F-eYFP + Vif (tagged APOBEC3F with the HIV-1 protein that degrades it), YFP fluorescence increase | Potency, µM (highest dose often 46.1 µM), for inactives: top-dose activity, negative = active | actives 0.2% (n = 390,000) | AID 602313, 2012; further: % of control where 0% means no effect; nearly all actives have a fitted effect of over 65% in size
#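 HeLa cells stably expressing A3F-eYFP plus Vif, plated and incubated overnight at 37 deg C, then exposed to compounds overnight at 37 deg C. Blocked degradation read as raised yellow fluorescence (Ex 488/Em 500-530).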
# RGS4 inh: Inhibitors of Regulator of G Protein Signaling (RGS) 4: qHTS; Regulator of G-protein signaling 4 (Homo sapiens), P49798; Transcreener GDP fluorescence polarization, RGS4-accelerated GTP hydrolysis; Potency, µM (series often up to 114 µM), inactives show at the highest dose activity change, negative = inhibition, hits mostly inhibitors; actives 0.039% (n = 390,000); AID 504845, 2011; further: on the % scale 0 is the no-effect control and ±100 the full control effect; nearly all actives have a fitted effect of over 75% in size; some results filed as inactive show a strong effect at the top dose
# Target sequence (P49798 whole entry, looked up): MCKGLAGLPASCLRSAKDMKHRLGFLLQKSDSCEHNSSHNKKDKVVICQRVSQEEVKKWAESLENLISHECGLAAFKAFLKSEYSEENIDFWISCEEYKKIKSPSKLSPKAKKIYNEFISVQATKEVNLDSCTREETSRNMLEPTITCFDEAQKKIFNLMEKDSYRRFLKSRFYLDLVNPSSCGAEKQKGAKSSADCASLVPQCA
#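 MLSMR compounds (23 nl, pin-transferred) preincubated 10 min at room temperature with a 500nM (2x) first reagent, then RGS4 at 900nM (2x) plus Transcreener GDP mix added; fluorescence polarization (620/688 nm) read before and after 90 min at 30 °C.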
# rTrxR1 inhibitor: qHTS Assay for Inhibitors of Mammalian Selenoprotein Thioredoxin Reductase 1 (TrxR1): qHTS. recombinant rTrxR1, NADPH fluorescence consumption, selenite substrate. Potency, µM (doses to about 114 µM), for the others: at the highest dose activity change, negative = inhibition, usual class: inhibitors. actives 1% (n = 390,000); further: on the % scale 0 is the no-effect control and ±100 the full control effect; nearly all actives have a fitted effect of over 65% in size
#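 Rat TrxR1 (90 nM in the dispensed reagent) was pre-reduced with 400 uM NADPH for 5 min at room temperature, then incubated with compound for 15 min. After 400 uM selenite was added, NADPH fluorescence (Ex 340/Em 450 nm) was followed for 8 min.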
# ALOX12 inh: Primary qHTS assay for inhibitors of human arachidonate 12S-lipoxygenase (ALOX12): Round 2; purified 12hLO, xylenol orange hydroperoxide absorbance; Potency, µM (doses to about 108 µM), for the others: at the top dose activity change, negative = inhibition, hits mostly inhibitors; actives 1.1% (n = 580,000); AID 1671190, 2021; further: on the % scale 0 is the no-effect control and ±100 the full control effect
#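 Hydroperoxide product was detected by ferrous iron/xylenol orange as the 573 to 405 nm absorbance ratio. Arachidonic acid at 40 uM (final) was turned over for 30 min at room temperature by 150 nM human 12hLO, pH 7.0 Hepes buffer, after 15 min compound preincubation.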
# RXFP1 ag: qHTS Assay for Agonists of the Relaxin Receptor RXFP1; Relaxin receptor 1 (Homo sapiens), Q9HBX9; AID 2676, 2010; Potency, µM (series often up to 57.5 µM), for inactives: at the highest dose activation, usual class: activators; actives 0.3% (n = 370,000); HEK293T-RXFP1 cAMP TR-FRET, 30 min; response scale: percent of porcine relaxin response, buffer zero; further: on the % scale 0 is the no-effect control and ±100 the full control effect; nearly all actives have a fitted effect of over 60% in size; many of its hits are not listed in these tables
#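 HEK293 cells stably expressing RXFP1, treated 30 min at 37C with compounds plus PDE4 inhibitor Ro 20174; cAMP measured by HTRF TR-FRET. Normalized to buffer and 29 nM porcine relaxin; EC50 by Hill fit.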
# IDH1 R132H inh: qHTS for Inhibitors of mutant isocitrate dehydrogenase 1 (IDH1): qHTS | actives 0.093% (n = 390,000) | IDH1-R132H enzyme, NADPH consumption, diaphorase/resazurin fluorescence | Potency, µM (top dose mostly 76.6 µM), inactives show at the highest dose activity change, negative = inhibition, most hits filed as inhibitors | Isocitrate dehydrogenase [NADP] cytoplasmic (Homo sapiens), O75874; further: on the % scale 0 is the no-effect control and ±100 the full control effect; nearly all actives have a fitted effect of over 65% in size
#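 IDH1-R132H (0.5 ug/mL) preincubated 30 min with compound, then NADPH (0.016 mM) and alpha-KG (2 mM) added; 80 min at RT, pH 7.5. Remaining NADPH coupled via diaphorase/resazurin to fluorescence (540/590 nm); concentration-response curves normalized to no-enzyme control.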
# Vif-A3G inh: qHTS for Inhibitors of Vif-A3G Interactions: qHTS | DNA dC->dU-editing enzyme APOBEC-3G (Homo sapiens), Q9HC16 | HeLa A3G-eYFP + Vif (tagged APOBEC3G with the HIV-1 protein that degrades it), YFP fluorescence, overnight | Potency, µM (top dose mostly 46.1 µM), for the others: at the highest dose activity, negative = active, actives largely listed as inhibitors | actives 0.076% (n = 410,000);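 further: on the % scale 0 is the no-effect control and ±100 the full control effect; nearly all actives have a fitted effect of over 60% in size; hits raise eYFP signal because A3G escapes Vif-driven loss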
# Target sequence (Q9HC16 whole entry, looked up): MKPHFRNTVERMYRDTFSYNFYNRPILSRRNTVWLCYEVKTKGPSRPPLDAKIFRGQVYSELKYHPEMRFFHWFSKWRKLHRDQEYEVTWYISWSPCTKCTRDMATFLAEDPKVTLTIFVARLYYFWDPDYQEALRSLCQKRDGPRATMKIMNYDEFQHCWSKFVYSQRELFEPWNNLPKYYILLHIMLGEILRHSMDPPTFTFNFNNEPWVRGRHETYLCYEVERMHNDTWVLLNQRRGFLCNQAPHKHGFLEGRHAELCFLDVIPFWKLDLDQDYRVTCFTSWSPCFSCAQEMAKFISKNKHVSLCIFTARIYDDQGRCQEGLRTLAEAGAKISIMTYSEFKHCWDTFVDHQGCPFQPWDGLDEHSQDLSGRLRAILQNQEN
#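 HeLa cells stably expressing Vif and C-terminally eYFP-tagged A3G, seeded overnight at 37 deg C, then exposed to compound by pintool overnight at 37 deg C. Rise in yellow fluorescence (Ex 488/Em 500-530, Acumen) marks blocked Vif-driven A3G degradation.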
# * = called active by the depositor; u = inconclusive; x = not tested or not shown; & = joins results of further samples; [ ] = remark or other dose. The call rests on the fitted dose curve; in most records, active means well fitted curve in the direction sought with a large enough effect; inconclusive means small, poorly fitted or top-dose-only effect, or another doubt; inactive means no such curve, though single readings can be large; an effect the other way counts as inactive or inconclusive. Potency means the concentration at half of the fitted maximal effect.
SMILES,TrxR1 substrate,USP1 inh,Vif-APOBEC3F blk,RGS4 inh,rTrxR1 inhibitor,ALOX12 inh,RXFP1 ag,IDH1 R132H inh,Vif-A3G inh
O=C(Nc1cccc(C(F)(F)F)c1)N1CCC(c2nc(-c3ccc(F)cc3)no2)CC1,-9%,-14%,-4%,14%,-10%,23%,0.2%,2%,1%
COC(=O)c1ccc(Cn2nc(-c3cc(C)ccc3C)ccc2=O)cc1,-2%,u,13%,-26%[56.9 µM],8%,15%,2.2%,6%,-11%
c1ccc(C[C@H]2CNCCN2CCCCC2CCCCC2)cc1,1%[57.1 µM],-21%,8%,9%,24%[57.1 µM],-8%,-0.9%,8%,-17%
CN(Cc1ccc(Cl)c(Cl)c1)C(=O)C1CC(=O)N(c2ccc3c(c2)OCCO3)C1 (stereo not given),x,6%,-6%,x,x,-11%,x,-3%,-2%
O=C(Nc1nc2n(n1)C(c1ccccc1)C=C(c1ccccc1)N2)c1ccc(Cl)c([N+](=O)[O-])c1 (stereo not given),-5%,-35%,u,-17%,1%,u,0.3%,-12%,1%
CCOCCCN(C(=O)c1snc(C(N)=O)c1N)C(C(=O)NC1CCCC1)c1ccc(F)cc1 (stereo not given),12%,-16%,-8%,-13%,11%,-36%,-0.9%,2%,6%
CCOc1ccc2nc(SCC(=O)NCc3ccc(OC)c(OC)c3)[nH]c2c1,-3%,-23%,2%,-24%[11.4 µM],6%,10%,-2.7%,9%,2%
O=C(COc1ccc(S(=O)(=O)N2CCCC2)cc1Cl)NCc1ccc2c(c1)OCO2,-9%,-13%,-8%,-1%,4%,u,-3.7%,4%,-1%
COc1cccc(/C=N/Nc2ccc(Cl)nn2)c1,-5%,-19%,-4%,1%,9%,x,1.8%,-15%,-4%
CC(C)(C)c1cc2cccnc2n1Cc1cccc(F)c1,13%[57.1 µM],-15%,2%,-12%,25%[57.1 µM],-13%,0.8%,0%,2%
C=CCNC(=S)NNC(=O)CSc1nc2ccccc2s1,-5%[57.1 µM],-5%,-5%,-6%,-27%[57.1 µM],2%,4.3%,4%,-1%
Clc1ccc2nc(-c3ccccc3)c(Cc3ccccc3)n2c1,x,-24%,-26%,x,x,0%,x,6%,0%
O=C(COC(=O)CCC(=O)c1ccc(F)cc1)Nc1cccc(S(=O)(=O)N2CCCC2)c1,8%,-11%,12%,12%,3%,-6%,0.8%,4%,1%
CCCn1c(SCC(=O)Nc2ccc3c(c2)OCO3)nc2c1c(=O)n(C)c(=O)n2C,-9%,0%,-21%,37%,1%,-12%,8.5%,1%,0%
COc1ccc2c(COC(=O)CCS(=O)(=O)c3ccc(C)cc3)cc(=O)oc2c1,200%[activator],-18%,-8%,-25%,-6%,-19%,1.4%,7%,1%
S=c1[nH]nc(-c2ccc(Cl)cc2)n1-c1cccnc1,-6%,-8%,7%,-5%,-9%,u,5.1%,-7%,2%
CS(=O)(=O)Nc1ccc(C(=O)Nc2ccccc2C(=O)N2CCCC2)cc1,-6%,-15%,-2%,14%,-3%,-16%,3.2%,-1%,0%
O=C(Nc1ccccc1)N(O)c1ccc(Cl)cc1,-10%,-13%,x,u,-12%,48%[activator],0.3%,8%,2%
CC(C)(C)c1cc(-c2ccco2)c(C#N)c(SCC#N)n1,-5%[57.1 µM],-19%,-6%,-13%[11.4 µM],11%[57.1 µM],0%,3.0%,-3%,-4%
Cn1c(/C=N/n2cnnc2)nc2ccccc21,113%[activator],u,-2%,-7%,9%,3%,5.5%,6%,0%
COc1ccccc1N(CC(=O)NCCN1CCOCC1)S(=O)(=O)c1ccc(C)cc1,3%,-11%,-30%,33%,21%,2%,-0.4%,9%,-3%
COc1ccc(S(=O)(=O)NCCOc2ccccc2)cc1OC,1%,-4%,-6%,3%,17%,5%,-3.1%,8%,-6%
COc1ccc(CNC(=S)Nc2ccc(F)c(Cl)c2)cc1,1%[57.1 µM],-12%,7%,-4%,3%[57.1 µM],-19%,-1.5%,1%,2%
CC1(C)CC(=O)C=C(NNC(=O)c2ccccc2O)C1,-4%,-14%,-3%,-3%,u,18%,1.2%,10%,-1%
Cc1c(C(=O)NCc2ccc(F)cc2)oc2ccc(S(=O)(=O)N3CCOCC3)cc12,1%[57.1 µM],-14%,u,-3%,17%[57.1 µM],19%,1.6%,5%,-3%
Cc1cccc(NS(=O)(=O)c2ccc3c(c2)CCC(=O)N3)c1,9%[57.1 µM],u,-6%,12%,29%[57.1 µM],8%&5%,-0.5%,14%,-6%&-3%
Cc1ccc(C(=O)NCCCNC(=O)c2ccco2)cc1C,4%[57.1 µM],-10%,0%,-5%,29%[57.1 µM],-17%,1.4%,3%,1%
C/C=C\C=C\C(=O)N1CC2(CC(c3cccc(NC(=O)CC)c3)=NO2)C[C@H]1C(N)=O (stereo not given in full),-4%,2%,-2%,u,u,-9%,1.8%,-18%,5%
CCOc1ccc(C(=O)c2cn(CC(=O)Nc3ccc(OC)cc3)c3cc4c(cc3c2=O)OCO4)cc1,-3%,-20%,-1%,-2%,12%,-19%,25µM*,-11%,-1%
Cc1ccc2c(c1)c1c(c(=O)n(-c3ccccc3C)c(=O)n1CC(=O)N1CCCC1)n2C,572%[activator],-9%,1%,23%,30%,-1%,4.6%,-8%,3%
N#Cc1ccc(C(=O)Nc2cccc(NC(=O)c3ccco3)c2)c(F)c1,11%[57.1 µM],-3%,-4%,14%,34%[57.1 µM],392%[activator],2.2%,5%,-14%
CCCc1cc(=O)oc2cc(OCC(=O)Nc3cc(C)on3)ccc12,17%,-19%,0%,24%,-10%,10%&-18%,1.6%,-2%,1%
CC(Oc1ccccc1)C(=O)N=C1SC2CS(=O)(=O)CC2N1Cc1ccccc1 (stereo not given),1%,-19%,-11%,-14%,18%,1%,1.4%,0%,-6%
Cc1ccc(/C=C/C(=O)N2CCN(S(=O)(=O)/C=C/c3ccccc3)CC2)o1,12%,-21%,-2%,-6%,3%,u,-0.6%,5%,-6%
Cc1cccc(C(=O)NCCc2sc(-c3ccccc3)nc2C)c1,7%[57.1 µM],-16%,3%,-17%,24%[57.1 µM],5%,8.9%,-7%,3%
CCCCCC(=O)Nc1cccc(C2=NOC3(C2)C[C@@H](C(N)=O)N(C(=O)c2cc([N+](=O)[O-])cc([N+](=O)[O-])c2)C3)c1 (stereo not given in full),4%[57.1 µM],-23%,0%,-1%,-2%[57.1 µM],u,1.6%,-5%,5%
CCCCn1c(=S)[nH]c2ccccc2c1=O,1%,-21%,-1%,-14%,8%,11%,6.0%,2%,-2%
CCN(c1ccccc1)S(=O)(=O)c1ccc(Cl)c(NC(=O)COC(=O)c2ccc[nH]c2=O)c1,3%,-15%,14%,0%,22%,-9%,5.7%,7%,1%
COCCNC(=O)/C(C#N)=C/c1cccc(/C=C(\C#N)C(=O)NCCOC)c1,4%[57.1 µM],-16%,1%,-41%,u,-16%,2.5%,-11%,u
OC(CNCC1CCCO1)Cn1c2ccccc2c2ccccc21 (stereo not given),7%[57.1 µM],-3%,-15%,-4%,-8%[57.1 µM],370%[activator],1.0%,1%,1%
CCN(CC)c1ccc(NC(=O)c2ccco2)cc1,-4%,-17%,-8%,-17%,4%,-28%,-2.7%,5%,4%
Cc1ccc2nc(-c3cccnc3)c(Nc3ccccc3C)n2c1,10%&5%,-7%&-3%,-7%&-5%,10%&11%,25%&8%,7%&-2%,0.1%&-0.7%,-1%&0%,-5%&-16%
COc1cc(C(=O)Nc2nc3ccccc3[nH]2)ccc1OC(F)F,-5%,-7%,6%,13%,4%,-19%,-1.3%,-11%,-14%
COCCCn1c(SCC(=O)N2CCOCC2)nc2cc(Cl)ccc2c1=O,-7%,-8%,-5%,29%,8%,179%[activator],-0.7%,23%,2%
O=C(CN1CCN(C(=O)CNC(=O)c2ccc(N3CCCC3=O)cc2)CC1)Nc1ccccc1Cl,-2%,-4%,-20%,-1%,0%,399%[activator],1.0%,-1%,0%

# Entries of single compounds, looked up by structure:
# Listed for OC(CNCC1CCCO1)Cn1c2ccccc2c2ccccc21 (stereo not given) = TrxR1 substrate: 7%[57.1 µM]; USP1 inh: -3%; Vif-APOBEC3F blk: -15%; RGS4 inh: -4%; rTrxR1 inhibitor: -8%[57.1 µM]; ALOX12 inh: 370%[activator]; RXFP1 ag: 1.0%; IDH1 R132H inh: 1%; Vif-A3G inh: 1%
# Listed for CCCCCC(=O)Nc1cccc(C2=NOC3(C2)C[C@@H](C(N)=O)N(C(=O)c2cc([N+](=O)[O-])cc([N+](=O)[O-])c2)C3)c1 (stereo not given in full) = TrxR1 substrate: 4%[57.1 µM]; USP1 inh: -23%; Vif-APOBEC3F blk: 0%; RGS4 inh: -1%; rTrxR1 inhibitor: -2%[57.1 µM]; ALOX12 inh: u; RXFP1 ag: 1.6%; IDH1 R132H inh: -5%; Vif-A3G inh: 5%

# Assay outcomes as filed in PubChem.

# An excerpt, so the mix of outcomes need not match the whole.
